Screens from PubChem.
CHT allo act: allosteric activators of human choline transporter CHT. CHT-expressing cells, membrane potential dye, choline EC20; stronger effect = higher value; LV-AA mutant CHT in HEK293 cells. B-score at 10 µM. actives 0.49% (n = 310,000). AID 488977;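 active = initial fluorescence not abnormally high and integrated response B-score, plate-corrected, over 3 SD above library mean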
Target sequence (Q9GZV3 whole entry, looked up): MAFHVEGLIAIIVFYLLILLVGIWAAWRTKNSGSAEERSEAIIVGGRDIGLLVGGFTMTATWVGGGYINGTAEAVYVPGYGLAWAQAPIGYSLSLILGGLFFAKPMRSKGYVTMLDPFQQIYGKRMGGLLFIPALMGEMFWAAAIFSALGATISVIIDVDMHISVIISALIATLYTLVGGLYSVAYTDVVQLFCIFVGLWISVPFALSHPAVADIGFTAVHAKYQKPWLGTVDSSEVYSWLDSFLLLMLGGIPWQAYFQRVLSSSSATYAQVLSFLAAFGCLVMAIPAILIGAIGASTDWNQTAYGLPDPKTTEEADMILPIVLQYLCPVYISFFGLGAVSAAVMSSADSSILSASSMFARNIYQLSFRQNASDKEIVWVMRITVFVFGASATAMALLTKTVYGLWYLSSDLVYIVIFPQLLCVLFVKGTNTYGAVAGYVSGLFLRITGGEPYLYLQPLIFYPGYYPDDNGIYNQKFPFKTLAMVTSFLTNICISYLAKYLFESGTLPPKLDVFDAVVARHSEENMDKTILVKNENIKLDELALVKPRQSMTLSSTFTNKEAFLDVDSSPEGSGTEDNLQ
OX1R antagonist: human HCRTR1 antagonism. inhibition, % at 5 µM. CHO/OX1R cells, Fluo-8 calcium fluorescence, orexin A. AID 434989. actives 0.43% (n = 330,000). O43613;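 active = inhibition above its plate's threshold, mean inhibition of all tested compounds on the plate plus 3 SD, cut at about 37% in these data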;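 note: 0% = orexin A challenge wells and 100% = SB-334867-A antagonist wells; not every result past the cut was called active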
Target sequence (O43613 whole entry, looked up): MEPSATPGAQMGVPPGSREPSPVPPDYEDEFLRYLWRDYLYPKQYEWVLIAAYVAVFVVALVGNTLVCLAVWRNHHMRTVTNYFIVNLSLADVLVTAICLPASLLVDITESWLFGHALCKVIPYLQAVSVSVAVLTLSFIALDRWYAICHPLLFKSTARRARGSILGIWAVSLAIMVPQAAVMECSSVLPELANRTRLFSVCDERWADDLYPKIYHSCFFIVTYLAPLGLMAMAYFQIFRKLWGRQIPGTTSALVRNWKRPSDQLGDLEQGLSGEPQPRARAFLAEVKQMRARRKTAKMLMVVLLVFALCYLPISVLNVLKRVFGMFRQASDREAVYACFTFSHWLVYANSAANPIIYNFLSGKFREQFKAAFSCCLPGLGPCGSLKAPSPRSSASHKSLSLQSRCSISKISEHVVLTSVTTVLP
An asterisk follows results filed as active; i = inactive; nt = not tested or not shown.

Sequence of screens – CHT allo act, OX1R antagonist
CCOc1ccc(/C=C/C(=O)Nc2ccccc2C(F)(F)F)cc1
→ i, -16.3
Cc1oc(-c2ccc(Cl)cc2)nc1CN1CCCC(C(=O)N2CCOCC2)C1 (configuration not stated)
→ i, -39.5
Cc1ccc(CC(=O)N/N=C/c2ccc3c(c2)OCO3)cc1
→ i, -13.4
Oc1ccc(-c2nc(-c3ccc(O)c(O)c3)cs2)cc1
→ i, 24.1
CC(C)Sc1nc(N)nc(-c2cccs2)c1C#N
→ i, -2.6
COc1ccc(C)cc1NC(=O)CSc1nnc(-c2ccc(OC)c(OC)c2)n1N
→ i, -22.7
O=C(/C=C/c1ccccc1)NNc1ccc(Cl)cc1
→ i, -8.0
O=C(CSCc1ccc(Cl)cc1)c1ccco1
→ i, -5.9
CC(C)CN(C(=O)C1CC1)c1c(N)n(Cc2ccccc2)c(=O)[nH]c1=O
→ i, -3.7
NS(=O)(=O)c1ccc(NS(=O)(=O)c2ccc3c(c2)OCCO3)cc1
→ i, -17.3
Cc1ccc(S(=O)(=O)N2CCN(C(=O)CN3C(=O)NC4(CCOc5ccccc54)C3=O)CC2)cc1 (configuration not stated)
→ i, -17.1
COc1ccccc1NC(=O)NC1CCCc2ccccc21 (configuration not stated)
→ i, -23.6
COc1cccc(N/C(N)=N/c2nc(C(F)(F)F)cc(C(F)(F)F)n2)c1
→ i, -35.2
COc1cc2c(cc1OC)C(C)N(C(=O)c1ccc(Br)o1)CC2 (configuration not stated)
→ i, -13.0
Cn1c(=O)c2[nH]c(=O)cnc2n(C)c1=S
→ i, -4.2
Cc1ccc(C(=O)COc2ccc3ccc(=O)oc3c2)cc1
→ i, -15.2
CC1(C)Cc2c(C#N)c(N)sc(=S)c2CO1
→ i, -5.4
CCc1nn2cc(C(=O)c3cc(C)ccc3O)cnc2c1-c1ccc(F)cc1
→ i, 2.6
COc1ccccc1N1CCN(C2CCCN(C(=O)c3ccoc3)C2)CC1 (configuration not stated)
→ i, -3.7
O=C(NCc1ccco1)C1CCN(C(=O)c2ccc([N+](=O)[O-])cc2)CC1
→ i, 3.6

Continued:
Sequence of screens – CHT allo act, OX1R antagonist
CCOC(=O)C1CCN(S(=O)(=O)c2ccc(Cl)nc2)CC1
→ i, -24.0
Cc1csc(SCc2ccc(C(=O)O)cc2)n1
→ i, 3.6
Cc1ccc(N2C(=O)C3CCCN3C2=S)cc1Cl (configuration not stated)
→ i, -14.8
CCOc1ccc(OCC)c(NC(=O)C2CCCN2S(=O)(=O)c2cccc3cccnc23)c1 (configuration not stated)
→ i, -8.5
O=C(COc1ccccc1)Nn1c(-c2ccccc2)nc2ccccc2c1=O
→ i, -12.4
Cc1ccccc1NC(=O)Cc1nc(COC(=O)c2ccc(Cl)c(S(N)(=O)=O)c2)cs1
→ i, -19.9
CCOC(=O)CC1C(=O)NCCN1C(=O)c1cc2c(=O)n3ccccc3nc2s1 (configuration not stated)
→ i, -1.1
CCCCC(=O)Nc1nnn(CCC)n1
→ i, -6.4
Cc1ccc(C)c(N2CCN(S(=O)(=O)c3ccc4c(c3)NC(=O)CS4)CC2)c1
→ i, -16.2
O=S(=O)(Nc1ccc(N2CCCCC2)cc1)c1ccc(F)c(F)c1
→ i, -23.4
COc1ccc(CCN=C(N)NS(=O)(=O)c2ccc(C)c(C)c2)cc1OC
→ i, -19.4
O=C(NCc1ccccc1F)C1CCCN(C(=O)Nc2ccccc2)C1 (configuration not stated)
→ i, -11.3
O=C(/C=C/c1ccc2ccccc2c1)c1ccoc1
→ i, -4.7
CC(C)CC1(C)NC(=O)N(CC(=O)N2C(C)CCCC2C)C1=O (configuration not stated)
→ nt, -2.2
Cc1cccnc1CN1CCN(Cc2nc(C(c3ccccc3)c3ccccc3)no2)CC1
→ i, -32.5
O=C(N[C@@H](Cc1ccccc1)C(=O)CCl)OCc1ccccc1
→ i, -9.5
CC(C)CNC(=S)Nc1ccc(S(N)(=O)=O)cc1
→ i, -1.0
COc1ccc(-c2nc(CSCC(=O)NCCCN3CCCC3=O)c(C)o2)cc1
→ i, -13.8
COc1ccc(S(=O)(=O)N2CCN(C3CCN(Cc4ccccc4)CC3)CC2)cc1
→ i, -14.5
CCCNC(=O)c1onc(CS(=O)(=O)c2cc(C)cc(C)c2)c1C(=O)NCCC
→ nt, -29.3

Four entries drawn at random from those above:
Sequence of screens – CHT allo act, OX1R antagonist
COc1ccc(S(=O)(=O)N2CCN(C3CCN(Cc4ccccc4)CC3)CC2)cc1
→ i, -14.5
Cc1ccccc1NC(=O)Cc1nc(COC(=O)c2ccc(Cl)c(S(N)(=O)=O)c2)cs1
→ i, -19.9
Cc1cccnc1CN1CCN(Cc2nc(C(c3ccccc3)c3ccccc3)no2)CC1
→ i, -32.5
CCOC(=O)CC1C(=O)NCCN1C(=O)c1cc2c(=O)n3ccccc3nc2s1 (configuration not stated)
→ i, -1.1

(next part)
Sequence of screens – CHT allo act, OX1R antagonist
CC12CCC(=O)N1C(C(=O)NCCc1ccc(S(N)(=O)=O)cc1)CS2 (configuration not stated)
→ i, -2.7
NC(=O)CN1C(=O)NC(c2ccccc2)(c2ccccc2)C1=O
→ i, -2.6
O=C(O)c1ccc2nnn(O)c2c1
→ i, -7.5
Cc1ccc2nc(NC(=O)C3CC(=O)N(Cc4ccco4)C3)sc2c1 (configuration not stated)
→ i, -17.5
CCc1c(C)sc(NC(=O)Cc2ccccc2C)c1C(=O)N1CCOCC1
→ i, -13.7
Cc1ccc(S(=O)(=O)NCCc2ccncc2)cc1
→ i, -6.0
COc1ccc(C(=O)N=C2SC3CS(=O)(=O)CC3N2c2ccc(C(C)=O)cc2)cc1 (configuration not stated)
→ i, -18.8
COc1cc(/C=C/C(=O)OCC(=O)N2CCCCCC2)ccc1OCC#N
→ i, -17.9
COc1cccc(CNc2ccc(F)c(Cl)c2)c1OC
→ i, -6.3
Nc1ccc(-c2nc3ccc([N+](=O)[O-])cc3[nH]2)cc1
→ i, 13.8
COc1cccc(/C=N/NC(=O)CC2C(=O)NN=C2C)c1O (configuration not stated)
→ i, -14.3
Cc1c(Cl)cccc1NC(=S)N1CCc2ccccc2C1
→ i, -14.4
COc1cccc(C(=O)NNC(=O)C2CC(C)=C(C)CC2C(=O)O)c1 (configuration not stated)
→ i, -7.8
COCCNC(C(=O)Nc1ccc([N+](=O)[O-])cc1Br)c1ccccc1 (configuration not stated)
→ i, -33.3
CC(Oc1ccc(Br)cc1Br)C(=O)Nc1cccnc1 (configuration not stated)
→ i, nt
COc1ccc(NC(=S)N2CCCC(c3nc4ccc(C)cc4[nH]3)C2)c(OC)c1 (configuration not stated)
→ i, -37.9
Cc1cc(C)nc(-n2nc(C)cc2NC(=O)c2cc3ccccc3oc2=O)n1
→ i, -13.4
COc1ccc2cc(CN(CC3COCCO3)S(=O)(=O)c3ccc(Cl)cc3)c(=O)[nH]c2c1 (configuration not stated)
→ i, -32.7
CCOC(=O)c1c(C)[nH]c(C)c1C(=O)COC(=O)c1cc(OC)c(OC)cc1OC
→ i, -20.9
COc1ccccc1CNC(=O)C1CCN(S(=O)(=O)c2ccc(N3CCCC3=O)cc2)CC1
→ i, -5.7

Molecules listed so far containing a CF3 group, in the order listed:
Sequence of screens – CHT allo act, OX1R antagonist
CCOc1ccc(/C=C/C(=O)Nc2ccccc2C(F)(F)F)cc1
→ i, -16.3
COc1cccc(N/C(N)=N/c2nc(C(F)(F)F)cc(C(F)(F)F)n2)c1
→ i, -35.2

The list goes on.
Sequence of screens – CHT allo act, OX1R antagonist
C=CCNC(=S)NNC(=O)C(CCC(C)C)CC(C)O (configuration not stated)
→ i, -12.8
COc1cccc(OC)c1OCCCCCCN1CCN(C)CC1
→ i, -15.5
CN1CCN(C(=O)Cn2ncc3c([nH]c4ccccc43)c2=O)CC1
→ i, -0.7
CC(=O)Nc1ccc(N2CCN(Cc3ccccc3F)CC2)cc1
→ i, -11.5
Cc1c(CCOC(=O)c2cc([N+](=O)[O-])cc([N+](=O)[O-])c2)sc[n+]1CC(=O)c1ccccc1
→ i, -16.4
CCn1c(=O)cc(OCC(=O)Nc2ccc(C)cn2)c2ccccc21
→ i, -19.6
O=C(Cc1ccccc1)Nc1nc(=O)c2ccccc2s1
→ i, -5.6
CC(=O)C(CC(=O)N1CCCc2ccccc21)C(=O)Nc1ccc(F)cc1 (configuration not stated)
→ i, -6.9
COc1ccc(CNC(=O)[C@H](C)NC(=O)C2CCN(S(=O)(=O)c3ccc(F)cc3)CC2)cc1
→ i, -10.9
CCOC(=O)c1sc(NC(=O)c2cccc(S(=O)(=O)N3CCc4ccccc43)c2)c(C#N)c1C
→ i, -8.7
CCOc1ccc(S(=O)(=O)N2CCCC(C(=O)NCc3ccco3)C2)cc1 (configuration not stated)
→ i, -11.4
Cc1ccccc1OCC(=O)Nc1ccc([N+](=O)[O-])cc1
→ i, 6.7
O=C(CSc1nnc(-c2ccc(O)cc2)n1Cc1ccco1)c1cccs1
→ i, -0.5
Cc1ccc(SCC(=O)Nc2cc(S(=O)(=O)N3CCCCC3)ccc2C)cc1
→ nt, 4.2
CCOc1ccc(NC(=O)c2cccc3c2C(=O)N(Cc2cccnc2)C3)cc1
→ i, 10.1
CCCC(=O)Nc1ccc(S(=O)(=O)Nc2cc(C)nc(C)n2)cc1
→ i, -18.8
COc1ccc(Cc2nnc(NS(=O)(=O)c3ccc([N+](=O)[O-])cc3)s2)cc1
→ i, -17.2
N#C/C(=C\c1c[nH]c2ccccc12)C(N)=O
→ i, -5.2
O=[N+]([O-])c1cccc(-c2nnc3ccc4ccccc4n23)c1
→ i, -10.9
COc1ccc(S(N)(=O)=O)cc1C(=O)NCC(C)(C)N1CCCCC1
→ i, -4.5

Remaining list, next part.
Sequence of screens – CHT allo act, OX1R antagonist
Cc1ccc(C2C(C#N)=C(N)Oc3c2c(=O)n(C)c(=O)n3C)cc1 (configuration not stated)
→ i, 3.3
CC1CCN(S(=O)(=O)c2cccc(C(=O)Oc3ccc([N+](=O)[O-])cc3)c2)CC1
→ i, -6.5
COC(=O)Cc1c(O)ccn(CCc2c[nH]c3ccccc23)c1=O
→ i, -20.9
Cc1ccc(C(=O)N/C(=C\c2ccccc2)C(=O)NCCN2CCOCC2)cc1
→ i, -14.6
Cc1ccc(S(=O)(=O)N2[C@@H](c3ccc(Br)cc3)C(C(=O)O)=CC[C@H]2c2ccc(Cl)c(Cl)c2)cc1
→ nt, 0.4
COc1ccccc1C(=O)Nc1ccc(N2CCN(S(C)(=O)=O)CC2)cc1
→ i, -24.3
NC(=O)C1CCCN(C(=O)c2ccc(S(=O)(=O)N3CCCCCC3)cc2)C1 (configuration not stated)
→ nt, 6.0
O=C(c1ccncc1)c1nccn1-c1ccccn1
→ i, -13.5
O=[N+]([O-])c1ccc(Nc2nc(N/N=C/c3cccc(F)c3)nc(N3CCCC3)n2)cc1
→ i, -32.5
O=C(CN1C(=O)/C(=C/c2ccccc2F)Sc2ccccc21)NCCCN1CCOCC1
→ i, -25.1
CCc1cccc(N(C(=O)c2csnn2)C(C(=O)NC2CCCCC2)c2cccnc2)c1 (configuration not stated)
→ i, -16.6
CC1(C)NC(=O)N(CC(O)CN(Cc2ccccc2)Cc2ccccc2)C1=O (configuration not stated)
→ i, -17.4
CC(CN1CCCCC1)OC(=O)CCc1ccccc1 (configuration not stated)
→ i, -8.4
O=C(OCC(=O)N1CCN(C(=O)c2ccco2)CC1)c1sc2cc(F)ccc2c1Cl
→ i, -16.4
O=S(=O)(NC1CC1)c1ccc(S(=O)(=O)N2CCN3CCCC3C2)cc1 (configuration not stated)
→ i, -4.8
COc1ccccc1/C=N/n1nnnc1N
→ i, nt
COc1ccc(NC(=O)C(C)N(C)Cc2ccc3ccccc3c2)cc1 (configuration not stated)
→ i, -24.7
O=C(NCCN1C(=O)S/C(=C\c2ccc(Cl)c([N+](=O)[O-])c2)C1=O)C1=COCCO1
→ i, -2.5
O=C1CCN(Cc2ccc(Cl)cc2)N1
→ i, -9.6
O=C(O)c1ccccc1-c1ccccc1C(=O)Nc1ccccc1
→ i, -16.9

(cont.)
Sequence of screens – CHT allo act, OX1R antagonist
COC(=O)[C@@]1(Cc2ccccc2)[C@H]2C(=O)N(Cc3ccccc3)C(=O)[C@H]2[C@H]2CN=C(SCc3ccc(Cl)cc3)N21
→ nt, -4.0
O=C(CSc1nc2ccccc2c(=O)n1CCCN1CCOCC1)N1CCN(c2ccccc2)CC1
→ i, -42.3
CCc1cc(=O)oc2cc(C)cc(OCC(=O)NCCN3CCOCC3)c12
→ i, -1.4
Cc1ccc(C)c(CN2C(=O)C3(OCCCO3)c3ccccc32)c1
→ i, -39.4
Cc1ccc(N2C(=O)C3CCC(C)(C2=O)C3(C)C)cc1 (configuration not stated)
→ i, -4.3
COc1ccc(S(=O)(=O)N2CCOC2CNC(=O)C(=O)NCc2ccccc2Cl)cc1 (configuration not stated)
→ i, -5.6
O=C(O)CC/C(=N\NC(=O)c1ccc(F)cc1)c1ccc(Br)cc1
→ i, -12.2
CC(C)(C)[C@H]1COC(=O)CC/C=C\C[C@@H](CC(=O)N(CCO)Cc2ccccc2)C(=O)N1
→ nt, -25.1
CCN(CCO)c1nc(NCc2ccccc2)c2cnn(C)c2n1
→ i, -10.9
CCc1ccc(Nc2cnn(C34CC5CC(CC(CC(=O)O)(C5)C3)C4)c(=O)c2Cl)cc1
→ i, -8.8
Cc1ccc(OCC(=O)N2N=C(c3cccnc3)CC2(O)C(F)(F)F)cc1C (configuration not stated)
→ i, -11.9
COc1ccc(-n2c(SC(C)C(=O)Nc3ccc(NC(C)=O)cc3)nc3ccccc3c2=O)cc1OC (configuration not stated)
→ i, -13.8
CC(=O)Nc1c(F)cc(Br)cc1F
→ i, 4.2
Cn1c(C=O)c(C#CC(C)(C)O)c2ccccc21
→ nt, -21.6
Cc1cc(=O)oc(C)c1C(=O)N[C@@H]1CCCCNC1=O
→ i, 3.7
CCOC(=O)C1CCCN(C(=O)c2cc3c(=O)n4ccccc4nc3s2)C1 (configuration not stated)
→ i, -13.9
CCCCn1c(=O)n(CC(=O)Nc2ccc(C)c(Cl)c2)c(=O)c2c1ncn2Cc1ccco1
→ i, -28.0
COc1cc(OC)cc(C(=O)Nc2nnc(NC(=S)Nc3ccccc3)s2)c1
→ i, -8.1

Compounds were not picked by outcome; overall some 0.83% were active at least once.
